Screening data from PubChem.
RT RNaseH block: HIV-1 RT RNase H inhibitors, primary screen, biochemical, fluorescence. Gag-Pol polyprotein (Human immunodeficiency virus type 1 group M subtype B (isolate …. inhibition, % at 10 µM. RT-RNase H RNA/DNA duplex cleavage. AID 565, 2006. 65,000 tested, 1.9% active; in the data active = inhibition above about 50%
RmlCD inh mix: RmlC and RmlD coupled enzyme inhibitors, primary screen, biochemical, 384-well, compound mixtures, retest. RmlC/RmlD coupled enzyme inhibition, 384-well mixture HTS. inhibition, % at 5.5 µM. 110,000 tested, 0.39% active; in the data active = inhibition above about 30%, passing the limit was not always enough; note: strong numbers were not always called active
Numbers without * were called inactive; nt = no result given.

SMILES | RT RNaseH block | RmlCD inh mix
Cc1cc(C)cc(OCC(=O)OCC(=O)c2c(N)n(C)c(=O)n(C)c2=O)c1 | nt | 10
CC(C)(C)NC(=O)C1CC(=O)OC12CCCCC2 (centres undefined) | -2 | -8
CC1(C)COC(Nc2ccc(Cl)cc2)=N1 | 8 | 8
CCCc1nnc(NC(=O)CSc2ncn[nH]2)s1 | -1 | -4
Cc1ncoc1C(=O)Nc1ccccc1C(N)=O | 5 | -4
CC(=O)Oc1oc(-c2ccccc2)nc1C=Nc1ccccc1 | nt | 20
CN(C(=O)CSc1nnc2ccccn12)C1CCS(=O)(=O)C1 (centres undefined) | nt | 5
C=CCn1c(-c2ccc(OC)cc2)nc2ccccc21 | -35 | -14
O=C1C(C2=NC(C(=O)O)C3C(=O)N(c4ccccc4)C(=O)C23)=C(O)c2ccccc21 (centres undefined) | nt | -9
N#Cc1ccccc1S(=O)(=O)N1CCN(c2ccc(S(=O)(=O)N3CCOCC3)cn2)CC1 | -6 | 130
O=C(NC1CCCCC1)C(c1cccs1)N(C(=O)c1ccco1)c1ccc2c(c1)OCCO2 (centres undefined) | nt | 17
COc1ccc(S(=O)(=O)NCC(=O)N(CC(=O)NCC2CCCO2)c2ccccc2C)cc1 (centres undefined) | -5 | 15
CCCc1cc(N2CCN(C(=O)c3ccco3)CC2)n2c(nc3ccccc32)c1C#N | nt | 39*
CCc1c(C)[nH]c2c(C)cccc2c1=O | nt | 6
CCOc1ccc(S(=O)(=O)Nc2cccc(C(=O)N3CCN(c4ccc(OC)cc4)CC3)c2)cc1 | 2 | -13
O=C(CSc1ncnc2c(-c3ccc(Cl)cc3)nsc12)c1ccccc1 | nt | -2
COc1ccc(OC)c(S(=O)(=O)Nc2ccc(C(N)=O)cc2)c1 | -8 | -15
CCOc1ccc(C2C(C(=O)c3ccco3)=C(O)C(=O)N2CCCn2ccnc2)cc1 (centres undefined) | -3 | -2
COC(=O)CSC1=C(C#N)C(c2ccc3c(c2)OCO3)C2=C(CCCC2=O)N1 (centres undefined) | nt | -8
O=C(COC(=O)c1ccccc1Nc1ccc(SC(F)F)cc1)NCc1ccco1 | nt | 3
CSCCOC(=O)C1=C(C)Nc2ccc(C)cc2S1 | nt | -18
Cc1ccc(S(=O)(=O)NCCSc2nnnn2C)cc1 | 0 | -6
FC(F)(F)c1cc(-c2ccc3c(c2)OCO3)nc(NCc2ccco2)n1 | -9 | 0
CC(=O)c1cccc(NC(=O)CCC2CCCC2)c1 | nt | -2
CCC(=O)N1c2ccc(C)cc2C2=NNC(=S)NC21O (centres undefined) | nt | 46

Full records as entered above. Values in the order: RT RNaseH block | RmlCD inh mix
Shown for CC(C)(C)NC(=O)C1CC(=O)OC12CCCCC2 (centres undefined) = -2 | -8
Shown for Cc1ncoc1C(=O)Nc1ccccc1C(N)=O = 5 | -4
Shown for CCCc1cc(N2CCN(C(=O)c3ccco3)CC2)n2c(nc3ccccc32)c1C#N = nt | 39*
Shown for CCOc1ccc(C2C(C(=O)c3ccco3)=C(O)C(=O)N2CCCn2ccnc2)cc1 (centres undefined) = -3 | -2

The listing picks up, starting 6 compounds before the break.
SMILES | RT RNaseH block | RmlCD inh mix
O=C(COC(=O)c1ccccc1Nc1ccc(SC(F)F)cc1)NCc1ccco1 | nt | 3
CSCCOC(=O)C1=C(C)Nc2ccc(C)cc2S1 | nt | -18
Cc1ccc(S(=O)(=O)NCCSc2nnnn2C)cc1 | 0 | -6
FC(F)(F)c1cc(-c2ccc3c(c2)OCO3)nc(NCc2ccco2)n1 | -9 | 0
CC(=O)c1cccc(NC(=O)CCC2CCCC2)c1 | nt | -2
CCC(=O)N1c2ccc(C)cc2C2=NNC(=S)NC21O (centres undefined) | nt | 46
Cc1oc(-c2cccc(Cl)c2)nc1CN1CCC(C(=O)NCc2cccnc2)CC1 | 5 | 9
CCCCn1nc2cc(C(=O)NCCCCc3ccccc3)ccc2c1OCC | nt | -16
Cc1ccc(C2(c3ccc(C)cc3)CC2C(=O)Nc2ccc([N+](=O)[O-])cc2O)cc1 (centres undefined) | nt | -11
O=S(=O)(c1ccc2oc3ccc(S(=O)(=O)N4CCCC4)cc3c2c1)N1CCCC1 | 8 | nt
Cc1ccccc1NC(=S)N1CCC(C(=O)c2ccc(F)cc2)CC1 | nt | -8
COc1ccc(N(CC(=O)NC2CCCCC2)C(=O)CCCC(=O)Nc2ccccn2)c(OC)c1 | -5 | -11
O=S(=O)(c1ccc2c(c1)nc1n2CCC1)N1CCOCC1 | -4 | 3
CCn1c(=N)n(CC(=O)OC)c2ccccc21 | -3 | 7
O=[N+]([O-])c1ccc2c(c1)oc1ccccc12 | nt | 0
c1ccc(COc2cccc(CNn3cnnc3)c2)cc1 | -3 | 8
Cc1cccc(CN2CCN(CC(=O)N3CCC4(CC3)OCCO4)C2=O)c1 | nt | -10
Cc1cc(=O)oc2cc(OCC(=O)N3CC(C)OC(C)C3)ccc12 (centres undefined) | nt | -11
CCCCC(=O)NC(=S)NNC(=O)CC#N | nt | -12
O=C(/C=C/c1cccc(Cl)c1)NCc1cccs1 | nt | -1
Cc1ccc(-c2[nH]c(-c3ccccc3)nc2SCC(=O)NCC2CCCO2)cc1 (centres undefined) | nt | -16
Cc1ccc(Nc2cc(-n3nc(C)cc3C)ncn2)cc1 | 3 | -12
CN1c2ccccc2-c2nc3ccccc3n2C1c1ccco1 (centres undefined) | -3 | 14
CCc1ccc(N2C(=O)c3sc4nnc(-c5ccccc5)c(=O)n4c3C2=O)cc1 | nt | 14
CCCCC1CCC(C(=O)Nc2ccccc2)CC1 (centres undefined) | nt | 8
CCc1nnc(NC(=O)C2CC(=O)N(CCc3ccccc3)C2)s1 (centres undefined) | 7 | 9
C(=N\C(/N=C/c1ccco1)c1ccco1)/c1ccco1 | -16 | -5
CC1CCN(S(=O)(=O)c2ccc(S(=O)(=O)NCC(=O)C(C)(C)C)cc2)CC1 | 5 | -4
O=c1[nH]c2cc3c(cc2cc1CN(CCO)S(=O)(=O)c1ccccc1Cl)OCCO3 | nt | -7
Cc1cc(NC(=O)CN2C(=O)CC(c3ccco3)Sc3ccccc32)no1 (centres undefined) | 0 | 5
COc1cc2c(cc1OC)CN(C(=O)CCCOc1ccc(Cl)cc1Cl)CC2 | nt | -16
SMILES | RT RNaseH block | RmlCD inh mix
O=C(CNc1cccc(Cl)c1)c1ccc(Cl)cc1 | nt | -8
Nc1nc(-c2cccnc2)nc(N2CCCCC2)n1 | -14 | -8
CCCS(=O)(=O)N1CCC(C(=O)NCCc2ccc(C)cc2)CC1 | -14 | -13
COc1ccc(Br)cc1S(=O)(=O)N1CCN=C1C | -31 | -11
O=C(Cn1cc2c(n1)CCCC2)NC1CCN(Cc2ccccc2)CC1 | -6 | 8
O=C(CN(CC1CCCO1)C(=O)Cn1nnc(-c2ccc(F)cc2)n1)NC1CCCCC1 (centres undefined) | -4 | -9
CS(=O)(=O)N(CC(=O)N/N=C/c1cccc2c1OCCO2)c1ccccc1Br | nt | 10
CCOC(=O)CSc1nnc2cc(C)c3ccccc3n12 | nt | -3
CCn1cc(C(=O)NCCCN2CCC(C)CC2)c2cc(OC)c(OC)cc2c1=O | -7 | 4
[N-]=[N+]=CC(=O)c1ccnc(C(=O)C=[N+]=[N-])c1 | 33 | -14
CCOc1ccccc1NC(=O)c1cnc2n(c1=O)CCS2 | 1 | 0
CCOC(=O)c1c(NC(=O)Cn2nnc(-c3ccc(Cl)cc3)n2)sc(CC)c1C | nt | -10
Cc1sc2nc(-c3cccs3)nc(N3CCCN(C)CC3)c2c1C | -3 | nt
CCOC(=O)c1cc2oc(C(c3nnnn3C3CCCCC3)N3CCOCC3)cc2[nH]1 (centres undefined) | 2 | 11
CCn1c(=O)c2cc(S(=O)(=O)NC3CCCCC3)ccc2n(CC)c1=O | -8 | 3
Cc1c[nH]c2cccc(OCC(O)CNC(C)(C)C)c12 (centres undefined) | 4 | 1
CCOC(=O)CCSc1nc(C)c2ccccc2n1 | -70 | 8
CCC(C)(C)n1nnnc1C(c1cc2ccc(OC)cc2[nH]c1=O)N1CCc2ccccc2C1 (centres undefined) | 11 | 12
Cc1ccc(S(=O)(=O)n2nc(OC(=O)C(C)(C)C)cc2N)cc1 | -6 | -9
COc1cc(C(=O)Nc2oc(-c3ccccc3)c(-c3ccccc3)c2C#N)cc(OC)c1OC | 80* | 1
Cc1cccc(CSc2nnnn2-c2ccccc2)c1 | nt | 10
O=C(O)c1cc2ccccc2oc1=O | -5 | -11
O=C(NCc1ccco1)C1(S(=O)(=O)c2ccc(Cl)cc2)CC1 | -4 | -8
C#CCOc1ccc2c(C)cc(=O)oc2c1 | -10 | 7
Cc1ccccc1Nc1nc(-c2sc(NC(=O)c3cccc(Cl)c3)nc2C)cs1 | nt | 15
SMILES | RT RNaseH block | RmlCD inh mix
CCC(C)c1ccc(NC(=O)C2CCCN(c3ncccn3)C2)cc1 (centres undefined) | -10 | -70
c1ccc(OCCCc2nc(-c3cccnc3)no2)cc1 | -34 | 3
CCCOC(=O)c1c(NC(=O)/C=C/c2cnn(C)c2C)sc(C(=O)OCC)c1C | nt | -86
O=C1CC(c2ccc3c(c2)OCO3)C2=C(CCCC2=O)N1 (centres undefined) | 3 | -10
CCOC(=O)c1c(C)[nH]c(C)c1C(=O)CSc1nnc(-c2ccc(OC(F)F)cc2)o1 | nt | -4
CCC(=O)Nc1nnc(SCc2ccc(F)cc2)s1 | nt | 7
O=C(NCc1ccco1)c1nc2c(nnn2Cc2cccc(Cl)c2)c(=O)[nH]1 | nt | 12
Cc1ccc(NCc2nnc(SCC(=O)Nc3ccccc3)n2CC2CCCO2)c(C)c1 (centres undefined) | 4 | 4
O=C(Nc1ccccc1O)c1ccccc1O | 43 | -11
COc1cc(C(=O)Nc2cccc3ncccc23)cc(OC)c1OC | -12 | 12
COc1ccccc1NC(=O)C(=O)Nc1ccccn1 | nt | -11
CCn1c(SCC(=O)Nc2ccc(NC(C)=O)cc2)nnc1C1CC1 | 2 | -20
CN(C)CCNc1ncnc2c1cnn2-c1ccc(Cl)cc1 | -14 | 0
COC(=O)C1=C(C(=O)OC)[C@@H]2N(C)c3ccccc3[C@@]23C[C@@H](C(=O)OC)N(C(=O)COCc2ccccc2)C3=N1 | nt | 7
Cc1cc(NC(=O)c2cccc(F)c2)ncc1NC(=O)c1ccco1 | -10 | -4
COCc1nc(-c2ccc(-c3ccc(C)cc3)nc2OC)no1 | 0 | 7
CCc1cc2c(C)cc(=O)oc2cc1OC(=O)C1CCCN1C(=O)OC(C)(C)C (centres undefined) | -27 | 0
COCCCn1c(N)c(C(=O)OCCOC)c2nc3ccccc3nc21 | -8 | 15
C#CCOCCOCCOCCNc1nc(N2CCN(C(=O)C(Cc3ccc(O)cc3)n3cc(C(N)C(C)CC)nn3)CC2)nc(N2CCN(C(=O)C(Cc3ccc(O)cc3)n3cc(C(N)C(C)CC)nn3)CC2)n1 (centres undefined) | nt | -17
CCOC(=O)C1=C(c2ccccc2)NC(=O)NC1c1ccc(N(C)C)cc1 (centres undefined) | 1 | -16
O=C(Nc1nc2c(s1)COc1ccccc1-2)c1cccs1 | -2 | -15
CCn1c(SCc2cc(=O)[nH]c3ccccc23)nc2c1c(=O)n(C)c(=O)n2C | -18 | nt
Cc1onc(-c2ccccc2Cl)c1C(=O)Nc1nn[nH]n1 | -2 | -6
COc1cc(NC(=O)c2ccco2)c(OC)cc1NC(=O)CCC(=O)Nc1cc(C)cc(C)c1 | 9 | 0
O=C(OCn1nnc2ccccc2c1=O)c1cccnc1Cl | nt | -9
SMILES | RT RNaseH block | RmlCD inh mix
CC(C)OC(=S)N/C(=N\S(=O)(=O)c1ccccc1)c1ccccc1 | nt | 4
COc1cccc(C2c3c(oc4cc(C)c(C)cc4c3=O)C(=O)N2CCCN(C)C)c1 (centres undefined) | 9 | -5
COc1cccc(NC(=O)c2ccccc2-c2nc(-c3ccc(Cl)cc3)no2)c1 | -4 | 19
CCCc1cc2c(=O)c(-c3ccc4c(c3)OCCO4)coc2cc1OC(=O)c1ccco1 | nt | 6
CCc1ccccc1NC(=O)CSc1nnc([C@@H](NC(=O)OC(C)(C)C)C(C)C)o1 | -2 | -41
COC(=O)[C@@H]1C[C@@]1(C)[C@@H](NP(=O)(c1ccccc1)c1ccccc1)c1ccccc1 | nt | -2
CC(C)CC(C(=O)OCC(=O)Nc1ncc(Cl)cc1Cl)N1C(=O)c2ccccc2C1=O (centres undefined) | nt | -2
C/C(N)=C(/C#N)C(=O)CSc1nc2ccc(C)cc2[nH]1 | -2 | 10
CC(C)(C)NC(=O)C(c1ccccc1)N(C(=O)c1ccco1)C1CC1 (centres undefined) | -2 | -14
CC(C)NC(=O)CSc1ccccc1C(=O)NCc1ccc2c(c1)OCO2 | nt | -1
Cn1c(SCc2cnc(-c3ccccc3)s2)nnc1C1COc2ccccc2O1 (centres undefined) | -2 | -12
COC(=O)c1ccc(OC(=O)c2nn(C)cc2Cl)c(OC)c1 | -7 | -26
CSc1ccc2c(c1)N(CCC1CCCCN1C)c1ccccc1S2 (centres undefined) | 7 | -16
O=C(c1ccc2c(c1)C(=O)N(Cc1ccco1)C2=O)N1CCOCC1 | -5 | -8
CCCCCCN(C(=O)CCCCCN1C(=O)NC(c2ccc(-c3ccccc3)cc2)C(C(=O)OCc2ccccc2)=C1C)C(C(=O)NCCCC)c1cccc(C(=O)OC)c1 (centres undefined) | nt | -33
CC(C)C(C)NC(=O)CSc1nc2scc(-c3ccco3)c2c(=O)n1-c1ccccc1 (centres undefined) | nt | -15
COc1ccc(CC(=O)Nc2sc(Cc3ccccc3)c(C)c2C(N)=O)cc1 | nt | 8
Cc1cccc(C)c1NC(=O)CC(NCc1ccco1)C(=O)O (centres undefined) | -7 | nt

A portion of the library. The share of hits here may be higher or lower than overall.
